ERG-DNA inh = qHTS for Small Molecule Inhibitors of the ERG Ets/DNA interaction; Transcriptional regulator ERG (Homo sapiens), P11308; AID 624246, 2012; fluorescence polarization, His-ERG Ets domain / labelled DNA; 370,000 tested, 0.028% active; Potency, µM (top dose mostly 76.9 µM), inactives show at the highest dose FP activity, negative = inhibition, usual class: inhibitors; active means well fitted inhibition curve with a large enough effect in the polarisation, with a control signal flat; inconclusive means small, poorly fitted or top-dose-only effect, or effect the other way, or a change in a side signal; inactive means no such curve, though single readings can be large or run the other way; the % refers to the polarisation;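 further: polarization taken with two DNA probes labelled with fluorescein and Texas red; potency means the concentration at half of the fitted maximal effect; % of control where 0% means no effect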
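His-tagged ERG Ets domain (1 uM in the protein solution; 300mM KCl, 50mM Tris-HCl, 1mM EDTA, 1mM DTT, pH 7.5) received compound, then a probe mix of 5 nM fluorescein-DNA and 100nM Texas-615-DNA. Fluorescence polarization was read for both dyes.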
JMJD2A Tudor inh = qHTS Assay for Inhibitors of JMJD2A-Tudor Domain; Lysine-specific demethylase 4A (Homo sapiens), O75164; 390,000 tested, 4.4% active; Potency, µM (doses to about 114 µM), for inactives: top-dose activity change, negative = inhibition, hits mostly inhibitors; AlphaScreen JMJD2A-Tudor / H3K4me3 peptide binding; further: potency means the concentration at half of the fitted maximal effect; on the % scale 0 is the no-effect control and ±100 the full control effect; nearly all actives have a fitted effect of over 50% in size
ALOX12 inh = Primary qHTS assay for inhibitors of human arachidonate 12S-lipoxygenase (ALOX12): Round 2; 580,000 tested, 1.1% active; AID 1671190, 2021; Potency, µM (top dose mostly 108 µM), for inactives: at the top dose activity change, negative = inhibition, actives largely listed as inhibitors; purified 12hLO, xylenol orange hydroperoxide absorbance; further: potency means the concentration at half of the fitted maximal effect; on the % scale 0 is the no-effect control and ±100 the full control effect
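Purified human 12hLO (150 nM final) in 25 mM Hepes, 0.01% Triton X-100, pH 7.0 was preincubated 15 min at room temperature with compound. Then 40 uM arachidonic acid was added, 30 min. Hydroperoxide was read by Fe-XO absorbance ratio 573/405 nm.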
PI4K2A inh = qHTS for small molecular inhibitors of PI4K2A; Phosphatidylinositol 4-kinase type 2-alpha (Homo sapiens), Q9BTU6; purified PI4K2A, ADP-Glo luminescence, 1 h; hits give low values; activity change, negative = inhibition, % at 76.9 µM; 420,000 tested, 0.13% active; AID 1346378, 2018; in the data active means activity change below about -50%; inconclusive means mostly about -30% to -49%;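 further: -100% = wells without enzyme as full effect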
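Compounds are screened against recombinant PI4K2A using PI as substrate and ATP, the latter dispensed at 300 microM. Reactions run one hour at ambient temperature before ADP-Glo detection; full inhibition defined by wells lacking enzyme.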
BAZ2B inh = qHTS Assay for Inhibitors of BAZ2B; Bromodomain adjacent to zinc finger domain protein 2B (Homo sapiens), Q9UIF8; AlphaScreen BAZ2B-H3K14Ac peptide displacement; Potency, µM (titrated, usually from 114 µM), for the others: top-dose activity change, negative = inhibition, usual class: inhibitors; 360,000 tested, 4.4% active; AID 504333, 2011; further: potency means the concentration at half of the fitted maximal effect; on the % scale 0 is the no-effect control and ±100 the full control effect; nearly all actives have a fitted effect of over 60% in size
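Protein-peptide AlphaScreen: BAZ2B 50 nM, b-H3K14Ac 50 nM, 1x PBS pH 7.4 + 0.01% Tween-20. Preincubation 30 min RT; cpd 30 min RT (top 110 uM); beads 20 min RT, light-protected.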
RGS4 inh = Inhibitors of Regulator of G Protein Signaling (RGS) 4: qHTS; Potency, µM (doses to about 114 µM), inactives show top-dose activity change, negative = inhibition, usual class: inhibitors; AID 504845, 2011; Transcreener GDP fluorescence polarization, RGS4-accelerated GTP hydrolysis; 390,000 tested, 0.039% active; further: potency means the concentration at half of the fitted maximal effect; on the % scale 0 is the no-effect control and ±100 the full control effect; nearly all actives have a fitted effect of over 75% in size; some results filed as inactive show a strong effect at the top dose
Target sequence (P49798 whole entry, looked up): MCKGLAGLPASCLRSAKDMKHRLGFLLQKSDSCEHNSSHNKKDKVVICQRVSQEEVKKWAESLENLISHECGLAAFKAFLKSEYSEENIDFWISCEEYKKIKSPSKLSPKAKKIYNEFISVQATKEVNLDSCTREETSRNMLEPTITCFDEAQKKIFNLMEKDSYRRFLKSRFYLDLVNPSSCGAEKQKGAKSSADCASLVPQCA
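MLSMR compounds (23 nl, pin-transferred) preincubated 10 min at room temperature with a 500nM (2x) first reagent, then RGS4 at 900nM (2x) plus Transcreener GDP mix added; fluorescence polarization (620/688 nm) read before and after 90 min at 30 °C.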
HP1b binding inh = HTS for Inhibitors of HP1-beta Chromodomain Interactions with Methylated Histone Tails | Chromobox protein homolog 1 (Homo sapiens), P83916 | AlphaScreen HP1-beta / biotin-H3K9me3 peptide binding | Potency, µM (doses to about 114 µM), for inactives: top-dose activity change, negative = inhibition, hits mostly inhibitors | 390,000 tested, 0.56% active; further: potency means the concentration at half of the fitted maximal effect; nearly all actives have a fitted effect of over 70% in size; inactives centre near 23
Target sequence (P83916 whole entry, looked up): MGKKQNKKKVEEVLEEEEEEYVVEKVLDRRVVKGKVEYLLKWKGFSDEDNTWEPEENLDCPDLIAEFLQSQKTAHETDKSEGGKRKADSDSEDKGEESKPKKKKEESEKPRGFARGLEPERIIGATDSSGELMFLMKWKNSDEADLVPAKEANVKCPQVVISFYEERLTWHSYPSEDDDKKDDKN
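HP1-beta protein (50 nM final) preincubated 30 min at room temperature with biotinylated H3(1-18)K9me3 peptide (50 nM) in PBS pH 7.4, 0.01% Tween-20, then compound added for 30 min. AlphaScreen streptavidin donor/nickel chelate acceptor beads (10 ug/mL final), 30 min dark, luminescence read.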
G9a block = qHTS Assay for Inhibitors of Histone Lysine Methyltransferase G9a; Histone-lysine N-methyltransferase EHMT2 (Homo sapiens), Q96KQ7; G9a H3K9 monomethylation, AlphaScreen, 2 h; Potency, µM (titrated, usually from 102 µM), for inactives: top-dose activity, negative = inhibition, most hits filed as inhibitors; 350,000 tested, 8.8% active; further: potency means the concentration at half of the fitted maximal effect; on the % scale 0 is the no-effect control and ±100 the full control effect; nearly all actives have a fitted effect of over 75% in size
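Compounds were preincubated with 20 nM G9a for 15 min, after which biotinylated H3K9 peptide (500 nM) and SAM (20 uM) started a 2 h room-temperature reaction. Monomethylated product was quantified by antibody-based AlphaScreen chemiluminescence.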
GLS inh = qHTS for Inhibitors of Glutaminase (GLS); Glutaminase kidney isoform, mitochondrial (Homo sapiens), O94925; GLS enzymatic activity, qHTS titration; Potency, µM (top dose mostly 45.5 µM), for inactives: at the top dose activity change, negative = inhibition, usual class: inhibitors; 410,000 tested, 0.21% active; further: potency means the concentration at half of the fitted maximal effect; on the % scale 0 is the no-effect control and ±100 the full control effect
Target sequence (O94925 whole entry, looked up, canonical isoform): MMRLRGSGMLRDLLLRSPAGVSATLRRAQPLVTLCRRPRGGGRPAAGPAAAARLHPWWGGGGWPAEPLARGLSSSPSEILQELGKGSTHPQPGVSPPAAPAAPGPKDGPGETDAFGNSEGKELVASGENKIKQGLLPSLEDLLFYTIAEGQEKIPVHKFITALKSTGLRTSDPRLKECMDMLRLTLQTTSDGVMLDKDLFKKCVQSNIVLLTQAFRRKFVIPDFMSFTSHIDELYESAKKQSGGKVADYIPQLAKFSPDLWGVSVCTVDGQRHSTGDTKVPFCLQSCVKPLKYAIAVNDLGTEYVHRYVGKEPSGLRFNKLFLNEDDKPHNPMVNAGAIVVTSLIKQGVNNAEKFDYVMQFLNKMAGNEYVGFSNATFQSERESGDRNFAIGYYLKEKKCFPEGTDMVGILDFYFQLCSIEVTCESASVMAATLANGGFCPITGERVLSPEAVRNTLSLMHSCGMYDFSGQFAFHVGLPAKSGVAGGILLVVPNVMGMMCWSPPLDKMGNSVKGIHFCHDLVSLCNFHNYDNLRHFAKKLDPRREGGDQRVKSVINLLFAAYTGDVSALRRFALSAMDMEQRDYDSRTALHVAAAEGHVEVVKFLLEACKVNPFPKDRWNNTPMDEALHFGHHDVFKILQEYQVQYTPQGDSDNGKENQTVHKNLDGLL
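hKGA in 45 mM KH2PO4 pH 8.2, 0.02% Tween-20 with pin-transferred compounds; 1 mM L-glutamine (stock) plus glutamate oxidase/HRP/Amplex Red coupling added. Fluorescence read initially and after 30 min at RT.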
Starred values were filed as active, the others as inactive; i = inactive; ? = inconclusive; . = not tested or not shown; [ ] = another dose, or the depositor's remark. Unless noted, the call rests on the fitted dose curve; in most records, active means well fitted curve in the direction sought with a large enough effect; inconclusive means small, poorly fitted or top-dose-only effect, or another doubt; inactive means no such curve, though single readings can be large; an effect the other way counts as inactive or inconclusive.

SMILES	ERG-DNA inh	JMJD2A Tudor inh	ALOX12 inh	PI4K2A inh	BAZ2B inh	RGS4 inh	HP1b binding inh	G9a block	GLS inh
O=C1CC(c2ccccc2)c2c(O)cc(O)cc2O1 (stereo unspecified)	-6%	-20%	-21%	0	-1%	-22%	17%	-13%[59 µM]	29%
O=S(=O)(NCC1CCCO1)c1cnc(Cl)c(Br)c1 (stereo unspecified)	-4%	-10%	9%	1	7%	-8%	22%	-3%[59 µM]	9%
N/C(Cc1ccc([N+](=O)[O-])cc1)=N\OC(=O)COc1ccccc1Cl	?	-23%	-24%	1	3%	-12%	?	-1%[59 µM]	12%
CCCCCCSc1ccc(-c2nc3ccc(Cl)cn3c2NCCCC)cc1OC	-3%	-16%	?	0	.	-10%	71%[activator]	.	12%
COc1ccc(C(=O)COC(=O)CN2C(=O)NC3(CC(C)CC(C)(C)C3)C2=O)c(OC)c1 (stereo unspecified)	.	-16%	-22%	-5	-6%	-12%	5%	-9%[2.33 µM]	0%
COc1ccccc1NC(=O)Cn1c(=O)n(Cc2ccccc2)c(=O)c2c3c(sc21)CN(C(C)=O)CC3	0%	-1%	-24%	8	-6%	25%	19%	-31%[59 µM]	-12%
O=C1C[C@@H]2c3c(cccc3CN1Cc1ccccc1Br)C[C@@H](O)[C@H]2O	7%	-19%	?	-2	.	9%	22%	.	3%
CC(Oc1ccccc1)C(=O)Nc1nnc(C2CCCCC2)s1 (stereo unspecified)	-4%	4%	-11%	1	-17%	-9%	35%	.	-11%
COc1cc(C(=O)N2CCN(CCCc3ccccc3)CC2)cc(OC)c1OC	11%	20µM*	7%	-2	.	-33%	-12%	.	0%
CCOC(=O)c1ccc(CN(Cc2ccc(F)cc2)S(=O)(=O)c2cc(C(=O)Nc3ccccc3CC)ccc2F)cc1	-3%	-11%	-1%	4	1%	8%	54%[activator]	0%[59 µM]	5%
Clc1nc2ccccc2cc1-c1nnn(-c2ccccc2)n1	2%	-1%	12%	0	2%	30%	48%[activator]	29%[12.7 µM]	0%
CCN(CC)CCCn1c2c(c(SCC(=O)N3CCCc4ccccc43)nc1=O)CCC2	7%	-1%	-22%	0	4%	-17%	35%	-50%	1%
CCc1nc2nc(C)cc(Nc3cccc(C)c3C)n2n1	2%	1%	?	-3	0%	-18%	26%	-2%[59 µM]	-14%
COc1ccc(-c2csc(NC(=O)C3CCN(C(=O)c4ccc(F)cc4)CC3)n2)cc1OC	14%	-26%	.	0	?	-9%	2%	?	0%
CCOc1ccc(NC(=O)Cn2cc(C(=O)c3ccc(CC)cc3)c(=O)c3ccc(C)nc32)cc1	1%	-19%	-24%	-2	2%	-31%	19%	3%[59 µM]	-1%
O=C(NCc1ccc(F)cc1)c1nc(-c2cccs2)no1	6%	3%	-10%	2	4%	-12%	74%[activator]	4%	0%
Cc1nnc(NC(=O)CSc2nc3c(c(=O)n2CCc2ccccc2)SC(C)C3)s1 (stereo unspecified)	9%	-13%	51%[activator]	0	9%	5%	18%	8%	0%
COc1ccc(CN(C)C(=O)c2ccccc2Sc2ccccc2C#N)cc1OC	4%	-28%	-12%	2	-16%	-22%	33%	-10%	-7%
COCCOC(=O)/C(C#N)=C/c1cn(Cc2ccccc2)nc1-c1cccnc1	-2%	35µM*	-19%	1	79µM*	-50%	16%	?	-6%
COc1ccc(OC)c(C(=O)CN2C(=O)C(=O)N(C3CCCC3)C2=O)c1	5%	-12%	-14%	-4	.	-47%	31%	.	-5%
Cc1nnc2n1N=C(c1ccccc1)CS2	2%	5%	-17%	2	?	-10%	44%[activator]	?	-6%
C#CCN1CC(C)/C(=N/O)CC1C (stereo unspecified)	-5%	-13%	?	5	?	22%	15%	?	3%
COc1ccc(-c2nc3cc(C)ccn3c2NC(=O)c2ccccc2OC)cc1	-7%	7%	0%	1	-10%	-4%	29%	-12%[2.33 µM]	-11%
O=C(NC1CC(=O)N(c2ccc3c(c2)OCCO3)C1)N1CCCCC1 (stereo unspecified)	-7%	-2%	-18%	0	-17%	-11%	37%[activator]	?	-6%
CCCc1cc(=O)oc2cc(C)cc(OC(C)C(=O)NCc3cccnc3)c12 (stereo unspecified)	1%	-8%	0%	-7	-3%	-3%[56.9 µM]	-3%	-8%	2%

Remaining list, next part:
SMILES	ERG-DNA inh	JMJD2A Tudor inh	ALOX12 inh	PI4K2A inh	BAZ2B inh	RGS4 inh	HP1b binding inh	G9a block	GLS inh
COc1ccc(-c2[nH]ncc2CN(CCO)Cc2cccs2)c(F)c1	-4%	1%	37%[activator]	-4	-22%	-7%	19%	?	-9%
N#C/C(=C\c1cccs1)C(=O)NCc1ccco1	-9%	-20%	0%	-3	-37%	-35%	-9%	1%[59 µM]	5%
CCOC(=O)c1cnc2ccc(C(=O)OC)cc2c1Nc1ccc(OCc2ccccc2Cl)cc1	2%	-14%	-18%	-1	1%	19%	5%	-4%[59 µM]	-17%
COc1ccc(C(CC(=O)O)NC(C)=O)cc1OC (stereo unspecified)	8%	-16%	30%[activator]	-7	-8%	-11%	24%	-13%	6%
Cc1ccc(C(=O)OCC(=O)Nc2cc(S(C)(=O)=O)ccc2Cl)cc1S(=O)(=O)N1CCCCC1	-16%	-6%	2%	-6	-24%	-40%	36%	5%	-1%
Cc1ccc(-c2nc3n(n2)C(=O)CC(c2ccc(C)cc2)S3)cc1 (stereo unspecified)	0%	9%	-18%	2	-1%	-4%	36%	-3%[59 µM]	-15%
O=C(COC(=O)CNC(=O)c1ccccc1)Nc1ccc(F)c([N+](=O)[O-])c1	0%	-10%	-3%	4	-7%	-11%	31%	17%	0%
NC(=O)C1(Nc2ccc(-c3ccc(Br)cc3)cc2)CCCC1	.	-18%	-27%	-3	.	-35%	22%	.	13%
Cc1sc(N)nc1-c1ccc2c(c1)OCCO2	-8%	-26%	?	8	-5%	-29%	1%	35µM*	-5%
O=S(=O)(c1ccc2c(c1)OCCO2)N1CCc2ccccc21	1%	-2%	0%	9	2%	-6%	97%[activator]	9%	0%
COc1ccc(C(=O)Nc2nc3ccc(S(C)(=O)=O)cc3s2)cc1	3%	-1%	?	-7	11%	-25%	42%	?	5%
COc1ccc(NC(=O)CN(C)CC(=O)c2[nH]c(C)c(C(C)=O)c2C)cc1	-10%	3%	?	11	-28%	-23%	50%[activator]	11%[2.33 µM]	0%
CCC(C)NC(=O)c1ccc(CS(=O)(=O)c2ccc(OC)cc2)o1 (stereo unspecified)	-16%	1%	388%[activator]	11	-3%	16%	46%[activator]	5%	3%
O=C(NCCNC(=O)c1ccccc1Br)c1cccnc1	-3%	-1%	i	0	-4%	23%	9%	.	0%
CC(C)N(C(=S)Nc1cccc(C(F)(F)F)c1)C(C)c1ccccn1 (stereo unspecified)	-1%	-6%	-21%	1	-1%	?	75%[activator]	3%[59 µM]	-22%
Cc1c(Cl)c(C(F)(F)F)nn1CC(=O)NN	0%	-3%	5%	4	-13%	-22%	55%[activator]	-2%	11%
COc1cccc(NC(=O)COC(=O)Cc2ccc(Cl)cc2)c1	-5%	-14%	-5%	-4	.	17%	34%	33%	17%
CCO[C@@H]1OC(C(=O)N2CCN(Cc3ccccc3)CC2)=C[C@H](c2coc3ccccc3c2=O)[C@H]1CCCO	-4%	-19%	-13%	3	-16%	-13%	18%	-6%[59 µM]	1%
Cn1c(=O)cc(OCCCC(=O)Nc2ccccn2)c2ccccc21	3%	-16%	-25%	6	?	-38%	15%	-5%[12.7 µM]	0%
CCC(C)(C)n1nnnc1C(c1ccc2ncccc2c1)N1CCN2CCCC2C1 (stereo unspecified)	.	-18%	11%	-4	-13%	20%	15%	-26%	21%
COc1cc(NCCCn2cnc(C(=O)Nc3ccc(C)c(C)c3)n2)cc(OC)c1OC	4%	-34%	?	-2	.	-42%	-16%	.	1%
CNc1cc([N+](=O)[O-])ccc1OCc1ccccc1	-6%	46%[activator]	11%	9	14%	34%	76%[activator]	66%[activator]	0%
COc1ccc(C(=O)NNC(=O)CSc2nnc(C3CC3)n2C)cc1	-1%	-1%	-28%	-7	4%	-5%	43%[activator]	?	-6%
Cc1nn(C(=O)Cn2ccc([N+](=O)[O-])n2)c(C)c1Cl	-7%	-7%	0%	2	0%	4%	16%	21%[2.33 µM]	-17%

An excerpt of these results, as a markdown table:
| mol | ERG-DNA inh | JMJD2A Tudor inh | ALOX12 inh | PI4K2A inh | BAZ2B inh | RGS4 inh | HP1b binding inh | G9a block | GLS inh |
| --- | --- | --- | --- | --- | --- | --- | --- | --- | --- |
| CCC(C)(C)n1nnnc1C(c1ccc2ncccc2c1)N1CCN2CCCC2C1 (stereo unspecified) | . | -18% | 11% | -4 | -13% | 20% | 15% | -26% | 21% |
| COc1ccc(-c2[nH]ncc2CN(CCO)Cc2cccs2)c(F)c1 | -4% | 1% | 37%[activator] | -4 | -22% | -7% | 19% | ? | -9% |

High-throughput results from PubChem.

The list is partial; rates above refer to the full screens.
